Tb PYK inh – T. brucei pyruvate kinase inhibition. 410,000 tested, 0.12% active. Potency, µM (top dose mostly 76.8 µM), for the others: at the highest dose activity, negative = inhibition, hits mostly inhibitors. TbPYK enzyme, Kinase-Glo Plus ATP luminescence, 45 min. Q57TT1; also: potency is read from the fitted curve at half-maximal effect; % is scaled to controls: 0 for no effect and ±100 for the full control effect; nearly all actives have a fitted effect of over 50% in size
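Activity of T. brucei pyruvate kinase was followed by Kinase-Glo Plus luminescence after the enzyme reacted 45 min at room temperature with 130 uM ADP (final) and substrate. Test compounds were added before ADP at multiple concentrations.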
LmPK inhibitor – blocks Leishmania mexicana pyruvate kinase activity; Q27686; purified LmPK, Kinase-Glo ATP luminescence, 1 h; Potency, µM (top dose mostly 57.5 µM), inactives show at the top dose activity change, negative = inhibition, usual class: inhibitors; 290,000 tested, 0.37% active; also: potency is read from the fitted curve at half-maximal effect; % is scaled to controls: 0 for no effect and ±100 for the full control effect
Target sequence (Q27686 whole entry, looked up): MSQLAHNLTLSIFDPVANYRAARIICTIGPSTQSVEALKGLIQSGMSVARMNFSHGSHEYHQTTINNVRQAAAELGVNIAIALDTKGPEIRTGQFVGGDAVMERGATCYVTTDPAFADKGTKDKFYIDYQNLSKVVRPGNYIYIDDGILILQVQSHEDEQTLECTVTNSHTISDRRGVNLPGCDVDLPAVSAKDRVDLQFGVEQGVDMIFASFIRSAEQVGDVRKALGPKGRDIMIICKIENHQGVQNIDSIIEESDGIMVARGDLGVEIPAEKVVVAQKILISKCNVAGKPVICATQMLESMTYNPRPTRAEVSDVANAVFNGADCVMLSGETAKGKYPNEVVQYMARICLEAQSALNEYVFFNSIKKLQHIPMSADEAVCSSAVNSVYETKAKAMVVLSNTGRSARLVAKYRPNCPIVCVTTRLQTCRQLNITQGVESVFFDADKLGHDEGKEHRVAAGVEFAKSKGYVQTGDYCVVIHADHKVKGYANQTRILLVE
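qHTS format; LmPK 0.1 nM; substrates PEP 0.5 mM and ADP 0.1 mM. One-hour room-temperature incubation, then coupled luciferase luminescence; 0.5 nM enzyme wells mark activation.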
Pf growth 48h – inhibits P. falciparum growth in the first generation, 48 h. 310,000 tested, 5.9% active. AID 504832. P. falciparum luciferase growth in erythrocytes, 48 h. Potency, µM (series often up to 28.7 µM), for inactives: at the highest dose activity change, negative = inhibition, actives largely listed as inhibitors; also: potency is read from the fitted curve at half-maximal effect; % is scaled to controls: 0 for no effect and ±100 for the full control effect
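Firefly luciferase activity from engineered P. falciparum reports growth; inhibitors lower the luminescent signal. Cultures contained 2% hematocrit erythrocytes at 0.1% final parasitemia.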
HCV inh – inhibitors of hepatitis C virus infection | Potency, µM (doses to about 41.8 µM), for inactives: at the highest dose activity change, negative = inhibition, most hits filed as inhibitors | Huh7.5.1 HCVcc-Cre infection, luciferase reporter, 44 h | 340,000 tested, 3.4% active; also: potency is read from the fitted curve at half-maximal effect; % is scaled to controls: 0 for no effect and ±100 for the full control effect
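Infectious HCV cell culture screen: compound-treated cells (1,000/well, pre-plated 4 h) are infected with HCVcc-Cre at roughly 0.5 moi and grown 44 h. Infection is quantified by luciferase signal after 15 min substrate incubation at room temperature.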
CHX counter – counter-screen for Shiga toxin inhibitors: cycloheximide protein synthesis inhibition. max response, %. cell reporter, cycloheximide protein synthesis inhibition counterscreen. 300,000 tested, 12% active; in the data active = max response mostly above about 13%, no sharp cut-off; inactive = mostly below about 14%; also: read at 38.3 µM for the half of the compounds with a filed dose; 0% is about no effect
Shiga inhibitor – blocks Shiga toxin action in Vero cells. Vero cells, Shiga toxin protein synthesis inhibition reporter. inhibition, % at 38.7 µM. 290,000 tested, 9.2% active. AID 2315; in the data active = inhibition mostly above about 28%, no sharp cut-off; inactive = mostly below about 43%; also: 0% is about no effect
Pf growth 96h – P. falciparum growth inhibition at 96 hour, primary screen for plastid delayed-death inhibitors. P. falciparum luciferase reporter growth, 96 h. Potency, µM (top dose mostly 28.7 µM), inactives show top-dose activity change, negative = inhibition, actives largely listed as inhibitors. 320,000 tested, 6.9% active. AID 504834; also: potency is read from the fitted curve at half-maximal effect; % is scaled to controls: 0 for no effect and ±100 for the full control effect
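P. falciparum expressing integrated firefly luciferase, in erythrocytes at 2% hematocrit, 0.05% parasitemia, incubated with compounds 96 h at 37 C, 5% CO2. Growth inhibition read as loss of luminescence; two-generation exposure targets delayed-death apicoplast inhibitors.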
Numbers without * were called inactive; u = inconclusive; x = no result given; & = joins results of further samples; [ ] = another dose, or the depositor's remark. Unless noted, calls follow the shape of the dose curve; as a rule, active = well fitted curve in the direction sought with a large enough effect; inconclusive = small, poorly fitted or top-dose-only effect, or another doubt; inactive = no such curve, though single readings can be large; an effect the other way counts as inactive or inconclusive.

no. | molecule | Tb PYK inh | LmPK inhibitor | Pf growth 48h | HCV inh | CHX counter | Shiga inhibitor | Pf growth 96h
1 | C=C(C)C1CC=C(C)/C(=N\NC(=O)CNc2ccccc2OC)C1 (configuration not stated) | 0% | -1% | -4% | u | -2 | -12 | -29%
2 | O=S(=O)(Nc1cccc2cccnc12)c1ccc(S(=O)(=O)N2CCCC2)cc1 | 0% | 11% | 10µM* | 2.8µM* | -1 | -14 | u
3 | Cc1ccccc1NC(=O)N1C2CCCC1CC(NC(=O)C1CC1)C2 (configuration not stated) | -14% | -3% | 0% | 6% | -3 | -7 | 9.3µM*
4 | Cn1nc(C(C)(C)C)cc1C(=O)NCc1cc(F)cc2c1OCOC2 | -9% | 4% | u | u | 1 | 21 | u
5 | O=C(Nc1ccccc1C(=O)O)c1ccc(N2C(=O)C3CC=CCC3C2=O)cc1 (configuration not stated) | -8% | 2% | 44%[activator] | 18% | -5 | 22 | 0%
6 | COc1ccc(C)cc1NC(=O)C1CC(=O)OC12CCCCC2 (configuration not stated) | -4% | 11% | x | 14% | -4 | -6 | u
7 | Cn1c(=O)c2c(ncn2CCCl)n(C)c1=O | -4% | 2% | -18% | 12% | 6 | 15 | 47%[activator]
8 | O=C(NN1C(=O)/C(=C/C=C/c2ccco2)SC1=S)c1ccccc1O | -10% | 3% | 76%[activator] | -12% | -1 | -8 | 171%[activator]
9 | CCCCC(Nc1ncnc2ccccc12)C(=O)O (configuration not stated) | 10% | 0% | x | 6% | 5 | -10 | 10%
10 | COc1cccc(-c2nnc(SCc3ccccn3)n2C)c1 | -11% | 0% | 39%[activator] | 1% | 17* | 75 | x
11 | O=C(O)c1ccc2cccnc2n1 | -6% | -1% | -6% | 5% | 8 | 44 | 0%
12 | Cc1cc(C)c(S(=O)(=O)c2c(C)cccc2C)c(Cl)n1 | 4% | 2% | -12% | u | -3 | 2 | -29%
13 | Cc1cc2c(c(=O)n1CCc1ccccc1)C(c1ccco1)C(C#N)=C(N)O2 (configuration not stated) | -5% | 3% | x | 5% | 12 | -19 | u
14 | COc1ccc(Cl)cc1N(CC(=O)Nc1ccc2c(c1)OCO2)S(C)(=O)=O | 1% | -3% | -1% | -2% | -2 | 4 | u
15 | CCOC(CNc1ncnc2sc(-c3ccccc3)cc12)OCC | 4% | 4% | u | u | 12* | 25 | u
16 | Cc1cc(Sc2ncnc(N)c2[N+](=O)[O-])ncn1 | -11% | -1% | 0% | u | -1 | -1 | 10%
17 | Cc1ccccc1NC(=O)C(=O)N/N=C/c1cccc(Br)c1 | -4% | 4% | 25% | 13% | -5 | -12 | -28%
18 | CCOc1ccc(Nc2nc(C)cc(C)c2C#N)cc1 | -25% | 0% | -3% | 14% | -1 | -9 | x
19 | CC(NS(=O)(=O)OCC(Cl)(Cl)Cl)c1ccccc1 (configuration not stated) | 0% | 1% | -10% | 9% | -3 | -9 | u
20 | COc1ccc(CCNC(=O)Cn2c(=O)c3cccn3c3cccnc32)c(OC)c1OC | 1% | 1% | -18% | 2% | -2 | -5 | u
21 | O=C(Nc1c(C(=O)N2CCC(N3CCCCC3)CC2)oc2ccccc12)c1ccc(F)cc1 | -3% | -2% | u | 13µM* | -2 | -7 | u
22 | COc1ccccc1CC1(C)NC(=O)N(CC(=O)Nc2cc(C)on2)C1=O (configuration not stated) | -2% | -2% | 0% | -14% | 1 | -3 | 0%
23 | O=S(=O)(c1cccc2cccnc12)N1CCN(c2ccccn2)CC1 | 2% | 2% | 8% | -3% | -2 | 19 | 17%
24 | COc1ccc(NC(C)=O)cc1NC(=O)CSc1nnc(-c2cccnc2)n1C | 2% | 1% | 11% | 10% | 12 | 18 | u
25 | Cc1ccc(N)c(C(=O)c2ccccc2)c1 | -33% | 1% | 62%[activator] | -1% | 1 | -11 | 174%
26 | CC(C)(C)c1ccc(OCC(=O)NC2CCS(=O)(=O)C2)cc1 (configuration not stated) | 8% | -5% | u | 3% | -2 | -1 | x
27 | CC(OC(=O)c1nc(Cl)ccc1Cl)C(=O)NC1CCCCC1C (configuration not stated) | -5% | x | 6% | 7% | x | x | -9%
28 | O=C(CSc1cccc(C(F)(F)F)c1)N1CCN(S(=O)(=O)c2ccccc2)CC1 | 0% | 6% | u | -1% | -1 | -23 | 3%
29 | COc1ccc(CN2CCNC(=O)C2CC(=O)NCC(C)(C)N2CCOCC2)cc1C (configuration not stated) | 2% | -9% | 18% | 9% | 4 | 18 | u
30 | COc1ccc(OC2CCN(S(=O)(=O)c3ccc(OC)c(OC)c3)CC2)cc1 | 5% | 5% | 25% | u | -2 | -6 | -16%
31 | COc1ccc(CNC(=O)COC(=O)c2ccco2)cc1 | 7% | -2% | 11% | 0% | 11 | 34 | -1%
32 | CCn1c(O)c(/C=N/N=C2CCCCC2)c2cc(C3=NNC(=O)CC3)ccc21 | -9% | -3% | -18% | u | -1 | -3 | u
33 | COc1ccc2c(c1)C=C(C(=O)NCc1ccc(Cl)cc1)CO2 | -19% | 4% | 11% | -22% | 10 | -12 | 22%
34 | CCCc1cc(=O)[nH]c(SCC(=O)N(CC)C2CCS(=O)(=O)C2)n1 (configuration not stated) | -8% | -3% | 7% | 15% | -1 | -13 | x
35 | CCOCCCNCC(=O)N1CCN(S(=O)(=O)c2ccc(C)cc2)CC1 | -8% | -8% | 4% | 10%&6% | -1 | -7 | -12%
36 | NS(=O)(=O)c1cccc(NC(=O)CNC(=O)CC23CC4CC(CC(C4)C2)C3)c1 | -2% | 5% | -3% | 2% | -1 | -24 | 1%
37 | COc1ccc(/C=C/C(=O)Nc2ccccc2C(=O)NCC(c2ccc(OC)cc2)N(C)C)cc1 (configuration not stated) | 2% | -2% | u | u | 10 | 39* | u
38 | CC(=O)N1CCOc2ccc(S(=O)(=O)N3CCC(C(=O)Nc4ccc(C)c(C)c4)CC3)cc21 | -3% | -1% | -8% | -15% | -6 | -12 | u
39 | COc1cc(CCC(=O)Nc2nnc(C)s2)cc(OC)c1OC | 4% | 1% | 14% | u | -3 | -10 | -7%
40 | Cc1nc2ccccc2n1C1CC(=O)N(N(C)C)C1=O (configuration not stated) | -20% | -1% | 4% | 0% | -4 | -12 | x
41 | CCOC(=O)C1CCN(C(c2cccc(F)c2)c2sc3nc(C)nn3c2O)CC1 (configuration not stated) | -6% | 5% | u | 2% | -1 | 3 | u
42 | COC(=O)c1cc(NC(=O)C(C)c2ccc(CC(C)C)cc2)ccc1O (configuration not stated) | 3% | -2% | u | 11µM* | -2 | -4 | u
43 | Cc1cc(Cl)c(O)c(-n2nc3ccccc3n2)c1 | -5% | -19% | 17% | 10% | 8 | 33 | 10%
44 | Cc1ccccc1CC1(CO)CCCN(Cc2ccc3c(c2)OCCO3)C1 (configuration not stated) | 0% | -1% | u | -3% | -2 | -8 | 15µM*
45 | Cc1ccccc1/C=N/N1C(=O)CSC1=S | -4% | 1% | -2%[0.00184 µM] | 7% | -3 | -6 | 16%

Laid out differently: 4 of the compounds above.
[36] NS(=O)(=O)c1cccc(NC(=O)CNC(=O)CC23CC4CC(CC(C4)C2)C3)c1
  Tb PYK inh: -2%
  LmPK inhibitor: 5%
  Pf growth 48h: -3%
  HCV inh: 2%
  CHX counter: -1
  Shiga inhibitor: -24
  Pf growth 96h: 1%
[38] CC(=O)N1CCOc2ccc(S(=O)(=O)N3CCC(C(=O)Nc4ccc(C)c(C)c4)CC3)cc21
  Tb PYK inh: -3%
  LmPK inhibitor: -1%
  Pf growth 48h: -8%
  HCV inh: -15%
  CHX counter: -6
  Shiga inhibitor: -12
  Pf growth 96h: u
[33] COc1ccc2c(c1)C=C(C(=O)NCc1ccc(Cl)cc1)CO2
  Tb PYK inh: -19%
  LmPK inhibitor: 4%
  Pf growth 48h: 11%
  HCV inh: -22%
  CHX counter: 10
  Shiga inhibitor: -12
  Pf growth 96h: 22%
[35] CCOCCCNCC(=O)N1CCN(S(=O)(=O)c2ccc(C)cc2)CC1
  Tb PYK inh: -8%
  LmPK inhibitor: -8%
  Pf growth 48h: 4%
  HCV inh: 10%&6%
  CHX counter: -1
  Shiga inhibitor: -7
  Pf growth 96h: -12%

Carrying on:
no. | molecule | Tb PYK inh | LmPK inhibitor | Pf growth 48h | HCV inh | CHX counter | Shiga inhibitor | Pf growth 96h
46 | COc1cc(CN2CC(=O)N(c3cc(Cl)ccc3C)C2=S)cc(OC)c1OC | -2% | 2% | 2.6µM* | -23% | -4 | -9 | -17%
47 | Cc1ccccc1C(=O)Nc1nnc(-c2ccco2)s1 | -8% | -7% | 426%[activator] | 11µM* | 38* | 69* | 3%
48 | O=C(OCc1nnc(-c2ccccc2)o1)c1cc(=O)[nH]c2ccccc12 | -2% | x | -28% | -1% | x | x | 10%
49 | CSc1nc(C(=O)N2CCCC(N3CCN(c4ccccc4C)CC3)C2)cs1 (configuration not stated) | 0% | -1% | u | u | -5 | -28 | u
50 | COc1ccc(/C=C/C(=O)CC(O)(c2ccccc2)C(F)(F)F)cc1 (configuration not stated) | -2% | 8% | 13µM* | -12% | -2 | -2 | u
51 | CN(C)CC1CCCCC1OC(=O)c1ccc(Cl)cc1 (configuration not stated) | 1% | -1% | 4% | u | -5 | -5 | 24%
52 | CCNc1nc(Cl)nc(N(NC(C)=O)C(C)C)n1 | -6% | -7% | u | 0% | -4 | -2 | 7%
53 | CC(C)n1nc(C(=O)Nc2ccccc2N2CCOCC2)c2ccccc2c1=O | -8% | 3% | -15% | u | -3 | -9 | u
54 | Cc1cc(C)cc(NC(=O)c2cnn(-c3ccccc3)c2C2CCNCC2)c1 | -5% | -1% | u | -1% | -2 | 6 | u
55 | O=C(Nc1nnc(-c2ccco2)o1)c1ccc(N2C(=O)CCC2=O)cc1 | -3% | 0% | 9% | 10% | 1 | -5 | u
56 | O=S(=O)(c1ccccc1F)N1CCc2ccccc2C1 | 4% | -5% | 30% | -1% | -1 | 10 | x
57 | O=C(NNC(=O)c1ccccc1F)c1cccc(Cl)c1 | -3% | -12% | 91%[activator] | u | 22* | 80* | 104%[activator]
58 | COc1ccc(C)cc1NC(=O)CCCN1C(=O)C2CC=CCC2C1=O (configuration not stated) | -1% | 1% | -4% | 12% | 2 | 14 | 1%
59 | CCN(CC)CCNc1nc(-c2ccco2)c2c(c1C#N)CC(C)(C)OC2 | 1% | -2% | -6% | u | -2 | -20 | x
60 | Cc1ccc(CNC(=O)c2nc3nc(C)cc(C)n3n2)cc1 | 4% | 2% | 5% | -9% | -2 | -6 | 0%
61 | CCCN(CC#CC(O)(c1ccccc1)c1cccnc1)CCC (configuration not stated) | -1% | -15% | -13% | -17% | -1 | 22 | 0%
62 | Cc1ccc(C)c(C(=O)CC2(O)C(=O)N(C)c3ccccc32)c1 (configuration not stated) | -7% | 3% | x | 13% | 1 | -14 | 79%[activator]
63 | COc1cccc(N(C(=O)c2snc(C(N)=O)c2N)C(C(=O)NCC2CCCO2)c2cccs2)c1 (configuration not stated) | -3% | -4% | u | -11% | -3 | 3 | u
64 | CC(C)c1cc2cc3ccc(=O)oc3cc2o1 | -1% | 2% | x | -15% | 33* | 64* | u
65 | O=C(CCc1nnc(C2(c3ccc(Cl)cc3)CCC2)o1)N1CCCC1 | -10% | 1% | 0% | 13% | 25* | 75* | 0%

Hits appear at their usual frequency (roughly 24% active in at least one column).
